Screening results from PubChem.
KOR beta-arrestin-1 – kappa opioid receptor activators – cell-based, luminescence, uHTS, primary screen (AID 1777) | KOR beta-arrestin recruitment, luminescence; higher % means a stronger effect | activation, % at 10 µM, or EC50 in µM where a hit was titrated | 280,000 compounds, 0.02% hits; in the data active = activation above about 50%, passing the limit was not always enough; also: a part of the inactive calls stands beside numbers as strong as those of hits
TNAP activators – human TNAP enzyme activators, primary screen, biochemical, luminescent, no phosphate acceptor, uHTS (AID 1001); 200,000 compounds, 0.03% hits; activation fold at 20 µM; hits with a dose series show EC50 in µM; purified TNAP, luminescent activation assay, no phosphate acceptor; higher activation fold means a stronger effect; in the data active = activation fold from about 3, or a potency from the dose series; inactive = the rest, 99 in 100 with activation fold below about 1.6; also: many of its hits are not listed in these tables
ER stress rescue – protection against thapsigargin-triggered cell killing – 384-well, CSM14.1, ATP luminescence, primary screen (AID 1222); CSM14.1 thapsigargin-induced death rescue, ATP luminescence; higher % means a stronger effect; cellular ATP content (survival), % at 20 µM; hits with a dose series show EC50 in µM; 190,000 tested, under 10 active;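 active = EC50 below 50 µM in the dose-response confirmation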;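 also: death triggered by thapsigargin at about 15 µM added after 2 h compound pretreatment; cell ATP read after overnight thapsigargin exposure of roughly 18 to 22 hours; normalized against plate controls of thapsigargin alone and 5% DMSO vehicle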
NTR1 ag – agonists of NTR1, primary screen, imaging, U2OS cells, beta-arrestin-GFP, high content (AID 493036); P30989; NTR1-U2OS beta-arrestin-GFP spot imaging, agonist mode; activation, % at 20 µM; 330,000 compounds, 0.17% hits;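 active = activation at or above 40% of the spot to cytoplasm intensity ratio, with at least 20 cells analyzed; inconclusive = wells under 20 cells, flagged as cytotoxic or low count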;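 also: 0% = DMSO without peptide and 100% = 100 nM NTR1 peptide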
Target sequence (P30989 whole entry, looked up): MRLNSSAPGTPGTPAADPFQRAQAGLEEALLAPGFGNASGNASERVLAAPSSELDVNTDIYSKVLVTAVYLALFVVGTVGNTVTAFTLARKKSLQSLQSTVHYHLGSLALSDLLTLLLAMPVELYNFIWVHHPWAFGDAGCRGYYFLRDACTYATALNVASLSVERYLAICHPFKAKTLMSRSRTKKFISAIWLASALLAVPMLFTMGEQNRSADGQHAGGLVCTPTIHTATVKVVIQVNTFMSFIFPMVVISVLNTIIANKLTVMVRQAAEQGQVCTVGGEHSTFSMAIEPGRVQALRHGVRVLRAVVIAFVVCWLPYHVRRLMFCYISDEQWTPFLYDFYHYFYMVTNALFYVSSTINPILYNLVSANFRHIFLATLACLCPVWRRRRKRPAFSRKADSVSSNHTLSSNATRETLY
NOD2 inhibition – NOD2 signaling inhibitors, cell-based, luminescence, uHTS, HEK293 (AID 1566); inhibition, % at 4 µM, or EC50 in µM where a hit was titrated; HEK293 NOD2/NF-kB luciferase reporter, luminescence; higher % means a stronger effect; 290,000 compounds, 0.63% hits; also: many of its hits are not listed in these tables
NOD1 inhibition – inhibition of NOD1-driven NF-kB reporter – cell-based, luminescence, uHTS, primary screen (AID 1578) | 290,000 compounds, 1% hits | one-dose inhibition, % at 4 µM; EC50 in µM for titrated hits | NOD1-driven NF-kB luciferase reporter cells, luminescence; higher % means a stronger effect; in the data active = inhibition mostly above about 36%, no sharp cut-off; inactive = mostly below about 34%;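 also: HEK-293T reporter cells stimulated with the NOD1 agonist gamma-tri-DAP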
KOR beta-arrestin-2 – KOR antagonists, beta-arrestin recruitment, cell-based, luminescence, uHTS (AID 1778); KOR beta-arrestin recruitment, luminescence, antagonist mode; higher % means a stronger effect; inhibition, % at 10 µM; hits with a dose series show IC50 in µM; 290,000 compounds, 0.091% hits; also: strong numbers were not always called active
Yfh1-off respiration – mitochondrial function rescue without frataxin homolog – Friedreich's ataxia, plus single-dose screen, dose response (AID 1465). S. cerevisiae Yfh1-off respiration, WST-1 reduction, 72 h; higher fold induction means a stronger effect. one-dose fold induction at 50 µM; EC50 in µM for titrated hits. 220,000 compounds, 0.074% hits;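 active = fold induction of absorbance versus untreated yeast above a set limit, then at least 30% activation at any dose in follow-up; inconclusive = repeats straddling the limit, or above it without dose testing; inactive = fold induction below the set limit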;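 also: activators that raise dye reduction in frataxin-depleted yeast; strong numbers were not always called active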
GPR55 activation – selective activators of receptor GPR55 – imaging, U2OS cells, beta-arrestin-GFP redistribution, primary screen (AID 1961). U2OS GPR55 beta-arrestin-GFP redistribution imaging; higher % means a stronger effect. activation, % at 10 µM, or EC50 in µM where a hit was titrated. 290,000 compounds, 0.048% hits;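 active = activation above 40% with more than 50 cells counted in the well; inconclusive = wells holding fewer than 50 cells, flagged as toxic or sparse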;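 also: U2OS osteosarcoma cells stably expressing GPR55 and beta-arrestin-GFP; plate controls were DMSO negative control for no effect and LPI positive control for full effect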
NTR1 ag cell count 20 µM – second read-out of NTR1 ag, no call of its own (marks repeat the call); cell count; measured here: cell count, cytotoxicity flag
Numbers without * were called inactive; i = inactive; ? = inconclusive; nt = not tested or not shown; [ ] = another dose, or the depositor's remark. Rule as the data show it, unless noted: active = inhibition above about 50%; inactive = the rest.

Compound	KOR beta-arrestin-1	TNAP activators	ER stress rescue	NTR1 ag	NTR1 ag cell count 20 µM	NOD2 inhibition	NOD1 inhibition	KOR beta-arrestin-2	Yfh1-off respiration	GPR55 activation
O=S(=O)(NCc1ccccn1)c1ccc(F)cc1	2.5%	1.1	1.3%	-0.1	56	-12%	-15%	-38%	i	0.4%
O=C(O)C1C2C=CC3(CN(CC(O)COc4ccccc4)C(=O)C13)O2 (stereo not drawn)	-4.0%	1.1	-1.9%	-0.3	34	3%	-16%	-9%	i	-0.3%
O=C(N/N=C/c1ccc(O)cc1)c1cc(-c2ccccc2)nc2ccccc12	-4.1%	nt	nt	2.3	74	-12%	-3%	9%	nt	-0.1%
Cc1cc(C(=O)NC2CCCN(Cc3ccc(Cl)cc3)C2)no1 (stereo not drawn)	1.4%	nt	nt	-0.4	60	-5%	-40%	3%	nt	-0.1%
COc1ccc(C2C(C(=O)c3cccs3)=C(O)C(=O)N2CCN2CCOCC2)c(OC)c1 (stereo not drawn)	-1.7%	nt	nt	-2.0	77	-1%	-7%	-9%	nt	0.0%
COc1cccc(CNC(=O)CCC2CCCN(Cc3cc4ccccc4o3)C2)c1 (stereo not drawn)	nt	1.1	-0.5%	0.7	42	-4%	-41%	-11%[20 µM]	i	0.2%
COc1ccc(OCc2cc(C(=O)N3CCOCC3)no2)c(Cl)c1	-1.4%	nt	nt	1.0	48	-92%	-56%	-46%	nt	-0.2%
Cc1cc(C)n(C(=O)c2ccc(Cl)c(F)c2F)n1	0.0%	1	-1.4%	0.4	28	11%	-15%	-46%[20 µM]	i	-0.1%
COC(=O)C(CC(=O)c1ccc(Br)cc1)n1nc(C)cc1C (stereo not drawn)	-1.6%	nt	nt	2.0	46	-2%	44%	-34%	nt	-0.1%
COc1ccccc1C(=O)NCC1(c2ccccc2)CCCC1	-4.9%	1.1	7.2%	2.7	32	3%	15%	-7%[20 µM]	i	0.0%
O=C(CN1CCN(c2ccccc2O)CC1)Nc1ccc([N+](=O)[O-])cc1Br	-0.5%	1	1.0%	4.9	67	-7%	-23%	-4%	i	0.2%
CC(C)(C)C(=O)O/N=C(\N)c1ccc(-c2csnn2)cc1	-3.8%	nt	nt	1.8	43	-43%	-6%	38%	i	-0.2%
COc1ccc(-c2[nH]ncc2CNCCc2ncccc2C)cc1F	nt	0.8	-0.2%	0.4	33	13%	-6%	-14%[20 µM]	i	-0.1%
CCOc1ccc(-c2cnc3n2CCCCC3)cc1	1.0%	nt	nt	0.9	64	0%	-33%	10%	nt	-0.2%
CCc1c(C)c2cc(Cl)c(O)c(CN(C)C)c2oc1=O	-1.3%	1.1	-1.5%	-0.2	65	0%	-12%	-23%	i	-0.1%
CCOc1cc(NC(=S)Nc2ccccc2OC)c(OCC)cc1NC(=O)c1ccccc1C	-2.7%	1.1	0.2%	2.1	82	18%	20%	7%	i	0.2%
CN(C)C(=S)Nc1ccc(Br)cc1Cl	-1.0%	nt	nt	-1.2	56	9%	-12%	16%	i	-0.1%
O=C1c2ccccc2C(O)(Cc2ccccc2)N1c1ccc2c(c1)OCO2 (stereo not drawn)	-2.8%	1.1	-0.1%	1.1	43	-8%	-11%	8%	i	-0.2%
COc1ccc(C2CC(=O)C3=C(C2)Nc2ncnn2C3c2ccccc2C)c(OC)c1 (stereo not drawn)	1.3%	1.2	nt	-0.1	73	6%	-19%	-6%	i	-0.2%
COc1ccc2c(c1)C(C)=CC(C)(C)N2C(=O)CSc1nnc(-c2ccc(C)cc2)o1	-3.3%	1.1	nt	2.6	51	2%	-26%	41%	i	0.3%
COc1ccc(NC(=O)CSc2nc3c(c(-c4cccs4)c2C#N)CN(C)CC3)cc1OC	4.0%	1.1	0.9%	-0.8	57	2%	-2%	-27%	i	0.0%
O=C(CSc1ncn(-c2ccccc2)n1)N1CCc2ccccc21	-1.3%	1	-1.7%	-0.6	70	10%	-15%	16%	i	-0.2%
COc1ccc(N(C(=O)c2ccncc2)S(=O)(=O)c2ccccc2)cc1	-2.7%	nt	nt	1.7	65	-7%	-33%	33%	nt	-0.1%
COc1ccc(N(C)C(=O)c2oc(=O)c3ccccc3c2-c2ccccc2)c(OC)c1	2.2%	nt	nt	4.4	53	-9%	-8%	24%	i	-0.1%
O=C(c1ccccc1[N+](=O)[O-])N1CCN(Cc2ccc3c(c2)OCO3)CC1	12%	1.1	-1.3%	0.1	58	6%	-11%	-4%	i	0.1%

Further entries:
Compound	KOR beta-arrestin-1	TNAP activators	ER stress rescue	NTR1 ag	NTR1 ag cell count 20 µM	NOD2 inhibition	NOD1 inhibition	KOR beta-arrestin-2	Yfh1-off respiration	GPR55 activation
Cc1cc(C(=O)Nc2ccc(Br)cc2)cs1	-2.5%	nt	nt	-0.4	51	-46%	-73%	9%	nt	0.0%
COC(=O)c1ccccc1NC(=S)NC(=O)c1ccccc1	2.0%	0.9	3.9%	1.0	52	10%	-12%	-21%	?	-0.1%
COc1ccc(OCc2cc(C(=O)N(Cc3nccn3C)C(C)C)no2)c2ccccc12	2.6%	nt	nt	-0.6	46	-13%	-51%	11%	nt	-0.1%
Cc1ccccc1C(=O)NCCCNC(=O)c1ccco1	-0.8%	nt	nt	-0.1	53	-1%	-4%	1%	nt	-0.2%
CC(O)[C@@H](C(=O)N1CCNCC1)n1cc(CCCCN)nn1 (stereo partly drawn)	-0.8%	1.2	0.5%	4.4	44	16%	-3%	-9%	i	0.3%
COc1ccc(CNC(=O)CN2CCN(c3cccc(C)c3C)CC2)cc1	2.8%	nt	nt	0.3	38	-2%	-4%	-40%	nt	-0.1%
COc1ccc(C2c3sc(=O)[nH]c3SC3C(=O)N(c4ccccc4)C(=O)C32)cc1 (stereo not drawn)	-5.4%	1.1	nt	3.2	68	5%	-4%	6%	i	-0.2%
COc1cc(/C=C/C(=O)Nc2cccnc2)cc(OC)c1OC	-2.0%	nt	nt	1.5	52	13%	23%	2%	nt	-0.1%
COc1cc(OC)c2c(C)cc(=O)oc2c1C(CCN1CCOCC1)c1ccc(N(C)C)cc1 (stereo not drawn)	1.3%	nt	nt	4.9	98	17%	-1%	12%	i	0.0%
O=C(CSc1nnc(NC(=O)c2ccco2)s1)Nc1ccc(F)cc1	-4.1%	1	0.7%	0.8	29	-13%	-43%	-10%	i	-0.1%
CCOc1cc(S(=O)(=O)N2CCC(c3nc4ccccc4s3)CC2)c(OCC)cc1S(=O)(=O)N1CCCCC1	9.3%	1.1	-5.2%	1.1	41	8%	-3%	-18%	i	-0.1%
Cc1ccccc1CSc1nsc(N)n1	2.9%	1	8.2%	-1.7	85	-12%	-19%	-17%	i	-0.1%
NC(=S)N/N=C/c1c[nH]c2ccccc12	5.7%	nt	nt	1.3	72	-20%	9%	-8%	i	-0.1%
Cc1cc2ccccc2c(=O)n1CC(=O)N1CCN(c2cccc(Cl)c2)CC1	0.0%	1	-3.7%	-2.5	100	-14%	6%	10%	i	-0.2%
CCOC(=O)c1c(NC(=O)COC(=O)c2ccccc2NC)sc(C(=O)N(C)C)c1C	0.2%	nt	nt	11	58	5%	-12%	8%	nt	0.0%
O=C(Cn1c(=O)oc2ccccc21)Nc1ccccc1N1CCOCC1	-7.2%	1.2	-0.7%	-0.5	52	12%	-11%	22%	i	0.6%
O=C(Oc1cccc(C(=S)N2CCOCC2)c1)c1ccc([N+](=O)[O-])cc1	-1.0%	nt	nt	0.6	59	-9%	-37%	6%	nt	1.0%
CC1(N2CCOCC2)C(=O)c2ccccc2C1=O	2.0%	1.1	1.2%	-1.0	85	18%	5%	-5%	i	-0.3%
COc1cccc(OCc2nn3c(=O)c(-c4ccccc4)nnc3s2)c1	-20%	nt	nt	nt	nt	10%	2%	24%	nt	-0.1%
COc1ccc(-c2nn(-c3ccccc3)cc2C(=O)N(C)C)cc1	-6.4%	nt	nt	-1.1	70	23%	10%	14%	nt	0.5%
CCCNC(=O)NC(=O)COC(=O)c1ccc(OC)c(S(=O)(=O)N2CCCc3ccccc32)c1	4.3%	1	0.9%	2.7	71	-6%	-23%	8%	i	-0.2%
CC1(C)C(=O)OC(/C=C/c2cccc([N+](=O)[O-])c2)C(C)(C)C1=O (stereo not drawn)	5.2%	nt	nt	1.0	70	8%	-6%	-14%	i	-0.1%
COCCn1c(=S)[nH]c2sc3c(c2c1=O)CCCC3	1.4%	nt	nt	0.3	38	18%	-1%	-19%	nt	-0.2%
COc1cccc(NC(=O)CSc2nc3ccccc3c(=O)n2CCCC(=O)NCCCN2CCOCC2)c1	0.3%	1.2	-1.9%	-1.9	57	4%	3%	-14%	i	-0.4%
CCCc1n[nH]c2c1/C(=N/O)CC(c1ccccc1)C2 (stereo not drawn)	-3.7%	1.2	-2.1%	-0.7	35	-5%	19%	26%	i	1.1%

Further entries follow:
Compound	KOR beta-arrestin-1	TNAP activators	ER stress rescue	NTR1 ag	NTR1 ag cell count 20 µM	NOD2 inhibition	NOD1 inhibition	KOR beta-arrestin-2	Yfh1-off respiration	GPR55 activation
O=C(CCNC(=O)c1ccc(Br)o1)NCc1ccccn1	-5.6%	1.1	-0.2%	0.6	79	-12%	-34%	-8%	i	-0.3%
c1cnc2c(OCc3nc4ccccc4[nH]3)cccc2c1	-1.9%	1.2	nt	-1.6	38	-80%	-50%	-53%	i	-0.1%
O=C(CCc1nnc2ccc(N3CCCC3)nn12)Nc1ccc(F)c(F)c1	-3.0%	nt	nt	1.3	54	1%	-2%	-13%	nt	0.2%
O=C(/C=C/c1ccc(S(=O)(=O)N2CCOCC2)cc1)NCc1ccccc1Cl	3.1%	1	-3.1%	-0.2	55	11%	19%	-17%	i	0.7%
O=C(/C(Br)=C/Nc1cc(Cl)ccc1Cl)C(F)(F)F	7.6%	1.1	4.0%	0.1	51	10%	-9%	-37%	i	0.0%
COc1ccc(/C=C/C(=O)OC2CCCN(C)C2)cc1 (stereo not drawn)	3.6%	0.9	-0.1%	-1.1	88	-13%	-40%	3%[20 µM]	i	-0.1%
COc1ccc(/C=N/NC(=O)c2ccc(C)cc2)cc1CN1CCN(c2ccc(F)cc2)CC1	1.8%	1.1	-1.5%	1.5	62	16%	-27%	24%	i	-0.1%
Cc1ccccc1Cn1cc(NC(=O)c2cc(-c3ccco3)on2)cn1	15%	0.9	-0.6%	1.9	47	-36%	-17%	-4%	i	0.7%
O=C(c1cc2c(s1)CCCC2)N1CCN(c2ccccc2)CC1	-4.6%	1.1	-1.6%	0.1	42	1%	-21%	-7%	i	0.2%

Some of the compounds tested (hit frequency here may not be typical).
